From PubChem BioAssay
TbPYK inhibitor – T. brucei pyruvate kinase inhibition. Q57TT1. TbPYK enzyme, Kinase-Glo Plus ATP luminescence, 45 min. Potency, µM (titrated, usually from 76.8 µM), without a hit: at the highest dose activity, negative = inhibition, usual class: inhibitors. hit rate 0.12% among 410,000. AID 624173; note: nearly all actives have a fitted effect of over 50% in size
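Screened from lowest to highest concentration, compounds were pinned into TbPYK/substrate mixtures, and ADP (130 uM final) was added. Plates sat at room temperature for 45 min prior to Kinase-Glo Plus detection by luminescence.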
LmPK inh – blocks Leishmania mexicana pyruvate kinase activity; hit rate 0.37% among 290,000; Potency, µM (series often up to 57.5 µM), without a hit: top-dose activity change, negative = inhibition, most hits filed as inhibitors; purified LmPK, Kinase-Glo ATP luminescence, 1 h; Q27686
Target sequence (Q27686 whole entry, looked up): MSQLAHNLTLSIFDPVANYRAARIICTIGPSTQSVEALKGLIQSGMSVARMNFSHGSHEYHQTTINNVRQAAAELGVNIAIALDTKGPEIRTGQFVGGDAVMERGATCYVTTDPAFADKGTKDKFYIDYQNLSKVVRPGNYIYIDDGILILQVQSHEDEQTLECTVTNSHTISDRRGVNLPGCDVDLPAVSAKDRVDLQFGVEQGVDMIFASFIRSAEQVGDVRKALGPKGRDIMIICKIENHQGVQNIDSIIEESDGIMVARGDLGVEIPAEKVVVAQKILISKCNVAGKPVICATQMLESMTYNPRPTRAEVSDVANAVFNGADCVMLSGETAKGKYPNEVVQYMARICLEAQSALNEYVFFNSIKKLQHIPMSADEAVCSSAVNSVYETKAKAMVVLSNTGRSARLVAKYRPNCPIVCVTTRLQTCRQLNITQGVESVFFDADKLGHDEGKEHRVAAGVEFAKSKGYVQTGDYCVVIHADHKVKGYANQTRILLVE
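qHTS format; LmPK 0.1 nM; substrates PEP 0.5 mM and ADP 0.1 mM. One-hour room-temperature incubation, then coupled luciferase luminescence; 0.5 nM enzyme wells mark activation.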
HCV inh – inhibitors of hepatitis C virus infection | hit rate 3.4% among 340,000 | AID 651820 | Potency, µM (highest dose often 41.8 µM), for the others: top-dose activity change, negative = inhibition, usual class: inhibitors | Huh7.5.1 HCVcc-Cre infection, luciferase reporter, 44 h
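HCVcc-Cre virus at an moi near 0.5 was added right after compound to cells cultured 4 h from seeding (1,000 cells/well). Luciferase activity was determined 44 h later, 15 min after substrate addition at RT.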
Pf growth 96h – P. falciparum growth inhibition at 96 hours; P. falciparum luciferase reporter growth, 96 h; hit rate 6.9% among 320,000; AID 504834; Potency, µM (doses to about 28.7 µM), without a hit: top-dose activity change, negative = inhibition, hits mostly inhibitors
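Readout is luminescence from an integrated firefly luciferase in P. falciparum. Red cells, 2% hematocrit and 0.05% parasitemia final, were cultured with compound through two parasite generations (96 hours) at 37 C, 5% CO2.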
Pf growth 48h – inhibits P. falciparum growth in the first generation, 48 h | P. falciparum luciferase growth in erythrocytes, 48 h | Potency, µM (titrated, usually from 28.7 µM), without a hit: at the top dose activity change, negative = inhibition, most hits filed as inhibitors | hit rate 5.9% among 310,000 | AID 504832
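Compounds are pin-transferred into medium, infected erythrocytes (2% hematocrit, 0.1% parasitemia final) are added, and plates sit one parasite generation at 37 C in 5% CO2. Detection reagent is then added and luminescence measured.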
Sm TGR block – inhibitors of Schistosoma mansoni thioredoxin glutathione reductase; Q962Y6; purified TGR, DTNB reduction, TNB absorbance 405 nm; Potency, µM (titrated, usually from 114 µM), for the others: top-dose activity change, negative = inhibition, usual class: inhibitors; hit rate 3% among 360,000; note: nearly all actives have a fitted effect of over 60% in size
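First, TGR (20 nM dispensed) and NADPH were mixed with compound. Second, a 15 min room-temperature incubation followed. Third, further NADPH and then DTNB were added to start the reaction. Finally, TNB absorbance was monitored kinetically.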
An asterisk follows results filed as active; ? = inconclusive; . = no result given; & = joins results of further samples; [ ] = remark or other dose. Calls come from the whole dose curve; as a rule, active = well fitted curve in the direction sought with a large enough effect; inconclusive = small, poorly fitted or top-dose-only effect, or another doubt; inactive = no such curve, though single readings can be large; an effect the other way counts as inactive or inconclusive. % is set by controls: 0 for no effect and ±100 for the full control effect; potency is the fitted concentration of half-maximal effect.

The opening two compounds as a preview:
Values in the order – TbPYK inhibitor	LmPK inh	HCV inh	Pf growth 96h	Pf growth 48h	Sm TGR block
> O=C(NC1CCCCC1)C(c1ccncc1)N(CC1CCCO1)C(=O)C(F)(F)F (stereo unspecified)
 : -8.7%	7.9%	16.1%	10.3%	-28.8%	0.0%
> COc1ccc(CCN(C)C(=O)Cc2ccc(-c3ccccc3)cc2)cc1OC
 : 2.6%	2.2%	2.51µM*	?	?	-11.9%

Results (from the top)
Values in the order – TbPYK inhibitor	LmPK inh	HCV inh	Pf growth 96h	Pf growth 48h	Sm TGR block
> O=C(NC1CCCCC1)C(c1ccncc1)N(CC1CCCO1)C(=O)C(F)(F)F (stereo unspecified)
 : -8.7%	7.9%	16.1%	10.3%	-28.8%	0.0%
> COc1ccc(CCN(C)C(=O)Cc2ccc(-c3ccccc3)cc2)cc1OC
 : 2.6%	2.2%	2.51µM*	?	?	-11.9%
> Nn1cnc2sc3c(c2c1=O)CCC3
 : 3.2%	1.2%	20.1%	.	-8.7%	1.4%
> Cc1nn(CC(=O)OCC(=O)c2ccc(OC(F)F)cc2)c(C)c1[N+](=O)[O-]
 : 0.4%	.	10.0%	33.9%[activator]	4.1%	8.2%
> CCc1cc2cccc(C)c2nc1SCC(=O)N1CCN(C(=O)c2ccco2)CC1
 : -0.7%	3.1%	?	15.8%	-3.7%	3.0%
> COc1ccc(N=CC2=C(O)CCCC2=O)cc1
 : 1.1%	-12.2%	14.6%	5.6%	-5.1%	-12.1%
> CC(C)(C)C(C(=O)n1cccc1C#N)c1ccccc1 (stereo unspecified)
 : -2.8%	.	5.3%	24.6%	21.1%	-4.8%
> Cc1ccc(Cn2nc3c(cc2=O)CCc2ccccc2-3)cc1
 : -14.0%	0.8%	14.1µM*	-7.1%	14.0%	-8.8%
> Cc1cccc(C)c1OC(=O)CSc1nnc(-c2ccccc2)o1
 : -1.3%	3.0%	-4.7%	-10.3%	-2.8%	0.0%
> O=C(Nc1cccnc1)c1cc(-c2ccc3c(c2)OCO3)on1
 : -6.4%	?	12.8%	162.5%[activator]	20.4%	2.7%
> Cc1cc(C(=O)Nc2ccc(F)c(Cl)c2)on1
 : -1.7%	-3.5%	2.7%	32.5%[activator]	?	-21.7%
> COc1cc2ccc(=O)oc2c(O)c1OCC=C(C)C
 : -12.2%	-0.7%	-21.6%	13.0%	12.6%	0.2%
> CN1CCCC(OC(=O)/C(C#N)=C/c2ccccc2)C1 (stereo unspecified)
 : -1.1%	4.6%	6.4%	12.0%	23.4%	-2.0%
> O=C(c1cnc2c(c1)COc1ccc(Cl)cc1-2)c1ccccc1O
 : 2.6%&-5.0%	0.1%	?	0.4%	?	-13.6%&-21.7%
> O=C(c1cccc(NS(=O)(=O)c2ccc(F)c(F)c2)c1)N1CCCCC1
 : 1.0%	.	6.2%	19.2%	13.5%	4.4%

In a second layout: entries from further up.
Molecule | TbPYK inhibitor | LmPK inh | HCV inh | Pf growth 96h | Pf growth 48h | Sm TGR block
Cc1cccc(C)c1OC(=O)CSc1nnc(-c2ccccc2)o1 | -1.3% | 3.0% | -4.7% | -10.3% | -2.8% | 0.0%
O=C(Nc1cccnc1)c1cc(-c2ccc3c(c2)OCO3)on1 | -6.4% | ? | 12.8% | 162.5%[activator] | 20.4% | 2.7%

(listing goes on)
Values in the order – TbPYK inhibitor	LmPK inh	HCV inh	Pf growth 96h	Pf growth 48h	Sm TGR block
> CN=C1c2ccccc2CN1c1cccc(C(=O)OC)c1
 : -2.7%	4.0%	12.2%	?	-10.5%	2.3%
> Cc1ccccc1Nc1nc(N)nc(COC(=O)C(NC(=O)c2ccco2)C(C)C)n1 (stereo unspecified)
 : 5.8%	-0.5%	-7.8%	?	.	7.9%[11.4 µM]
> COc1ccc(CN2C(=O)[C@@H]3C(c4ccc(F)cc4)=NO[C@@H]3C2=O)cc1
 : 3.8%	4.0%	-15.1%	-8.6%	18.1%	-24.9%
> CC(C)(C)C(O)C(Oc1ccc(Cl)cc1)n1cncn1 (stereo unspecified)
 : -1.5%	-7.0%	?	-12.1%	?	4.2%
> CC(OCC(O)CN1CCCCC1CCO)c1ccc(Cl)cc1 (stereo unspecified)
 : 1.2%	0.8%	-6.4%	-2.8%	-1.4%	-1.2%
> COc1ccc(C(=O)Cc2cc(OC)c(OC)cc2C(=O)c2ccccc2F)cc1OC
 : -15.9%	-1.1%	10µM*	?	?	.
> O=c1[nH]cnc2c1c(-c1ccccc1)cn2-c1ccc(F)cc1
 : 4.7%	0.0%	9.1%	?	?	0.2%
> CC(=O)c1ccc(NC(=O)c2cnsn2)cc1
 : -10.4%	-20.2%	14.0%	?	114.5%[activator]	18.8%
> Cc1cc(NC(=O)C(C)SCC(=O)Nc2ccccc2C(C)(C)C)no1 (stereo unspecified)
 : -0.2%	.	-5.3%	14.7µM*	13.1µM*	-4.1%
> COc1ccc(C2SCC(=O)N2c2nc3ccccc3s2)cc1 (stereo unspecified)
 : 8.6%	-7.8%	-17.6%	317.3%[activator]	35.2%[activator]	4.6%
> CSCC[C@H](NC(=O)OC(C)(C)C)C(=O)NCC1CCC(C(=O)N[C@@H](Cc2ccccc2)C(=O)O)CC1 (stereo partly specified)
 : 12.3%	5.5%	26.6%	1.4%	8.7%	-8.3%
> Cc1cccc(C(C)C)c1NC(=O)C1CN(S(=O)(=O)c2ccccc2)CCN1S(=O)(=O)c1ccccc1 (stereo unspecified)
 : -1.0%	0.7%	-19.0%	-7.2%	?	-3.9%
> CCOc1ccc(NCC(=O)Nc2ccc(C)cc2C)cc1
 : 3.3%	-3.5%	-13.6%	.	?	-18.9%
> Cc1c(Cl)cnc(NC(=O)COC(=O)c2ccc(S(=O)(=O)NCc3ccco3)cc2)c1Cl
 : -8.0%	9.3%	?	34.6%[activator]	2.3%	28.2µM*
> COc1ccc(C2NS(=O)(=O)OCC2C)cc1 (stereo unspecified)
 : -3.1%	-1.0%	13.4%	23.4%	30.0%	39.5%[activator]
> COc1ccc(CN(C)S(=O)(=O)c2c(C)noc2C)cc1OC
 : -4.7%	.	23.7%	8.5%	0.0%	5.5%
> O=C(c1ccccc1)c1nc2ccccc2[nH]c1=O
 : -0.4%	-0.6%	7.0%	38.2%[activator]	38.3%[activator]	-21.4%
> CCCCN(CCCC)CCCNC(=O)CN1C(=O)COc2ccc(S(=O)(=O)N3CCC(C)CC3)cc21
 : 6.4%	-5.0%	0.2%	?	?	-13.2%
> CN1CCN(/N=C/c2c(O)n(CCC3=CCCCC3)c(=S)[nH]c2=O)CC1
 : -7.6%	3.5%	5.7%	45.0%[activator]	-4.7%	3.4%
> C/C(=N\O)C1(C)N(O)C(C)(C)C(c2ccco2)=[N+]1[O-] (stereo unspecified)
 : -3.8%	-0.2%	-0.5%	-11.6%	-2.1%	-12.6%
> N#CC1=C2N=C(N)c3ccccc3N2C2=C(C(=O)CCC2)C1c1ccc(F)cc1 (stereo unspecified)
 : 3.2%	1.6%	12.6µM*	?	?	1.3%
> CS(=O)(=O)N(Cc1ccc(C(=O)Nc2ccccc2Sc2ccccc2)cc1)c1ccccc1
 : -4.9%	5.6%	-14.4%	74.1%[activator]	?	-3.0%
> CC1CCN(CC(=O)N2CC(=O)Nc3ccccc32)CC1
 : -9.2%	-0.5%	4.8%	-21.1%	-27.4%	-5.6%
> Cn1cc(-c2nc3ccccc3[nH]2)c2ccccc21
 : 3.6%	-10.5%	?	16.1%	?	-3.0%
> Cc1ccc([N+](=O)[O-])cc1NC(=O)Cc1ccc(F)cc1
 : -12.1%	0.3%	-2.6%	-1.5%	-3.7%	0.9%
> COc1ccc(NC(=S)N/N=C/c2cccn2Cc2ccccc2F)cc1
 : 0.0%	7.7%	12.5%	-5.5%	?	-18.9%
> CCOc1ccccc1NC(=O)/C=C/c1ccccc1[N+](=O)[O-]
 : -2.9%	-4.1%	?	?	54.0%[activator]	-9.0%
> CCOC(=O)C(NC(=O)CC)(Nc1cc(C)on1)C(F)(F)F (stereo unspecified)
 : 19.7%	2.9%	16.4%	?	-0.7%	3.5%
> CCC(=O)Nc1ccc(C(=O)N/N=C/c2ccc([N+](=O)[O-])cc2)cc1
 : -14.5%	0.8%	4.1%	?	-5.1%	2.7%
> CN1CCC(=O)N(CCN=[N+]=[N-])CC1
 : -4.8%	1.4%	11.7%	-29.0%	28.3%	-2.5%

Part of the list above in order of heavy-atom count, smallest number first:
Values in the order – TbPYK inhibitor	LmPK inh	HCV inh	Pf growth 96h	Pf growth 48h	Sm TGR block
> Cc1ccc([N+](=O)[O-])cc1NC(=O)Cc1ccc(F)cc1
 : -12.1%	0.3%	-2.6%	-1.5%	-3.7%	0.9%
> CN1CCN(/N=C/c2c(O)n(CCC3=CCCCC3)c(=S)[nH]c2=O)CC1
 : -7.6%	3.5%	5.7%	45.0%[activator]	-4.7%	3.4%
> N#CC1=C2N=C(N)c3ccccc3N2C2=C(C(=O)CCC2)C1c1ccc(F)cc1 (stereo unspecified)
 : 3.2%	1.6%	12.6µM*	?	?	1.3%

(more compounds)
Values in the order – TbPYK inhibitor	LmPK inh	HCV inh	Pf growth 96h	Pf growth 48h	Sm TGR block
> Cc1cc(N2CCOCC2)n2nc(C)c(-c3ccccc3)c2n1
 : -7.2%	0.1%	11.2µM*	.	-1.3%	7.9%
> C=CCNC(=O)/C=C/c1c(F)cccc1Cl
 : -10.6%	-8.4%	-7.3%	16.0%	57.3%[activator]	1.2%
> COc1ccc(C(=O)C2CCCN(S(=O)(=O)c3ccc(C(C)=O)cc3)C2)c(C)c1 (stereo unspecified)
 : 4.3%	-1.6%	10µM*	-0.5%	5.0%	9.6%
> O=C(Cn1nc(-c2ccccc2Cl)ccc1=O)Nc1ccccc1-c1ccccc1
 : 6.3%	-4.6%	?	-24.9%	-3.6%	3.1%
> COC(=O)CN(c1ccccc1)S(=O)(=O)c1cc(Br)ccc1OC
 : 2.1%	5.8%	15.7%	?	7.6%	0.0%
> COc1ccc(N(CC(=O)NC2CCCCC2)C(=O)CCC(=O)Nc2nc(C)cs2)cc1
 : 0.6%	-0.9%	7.0%	?	?	7.7%
> CCCCCN(C(=O)CCC(=O)OCC(=O)N(CC)c1ccccc1)c1c(N)n(CCCC)c(=O)[nH]c1=O
 : 7.6%	.	?	19.7%	0.0%	2.9%
> O=C(N/N=C/c1cccnc1)c1[nH]ncc1Br
 : -12.9%	17.8µM*	24.7%	11.4%	18.8%	10.3%
> CCOCCn1c(N2CCCC2)nc2c1c(=O)n(C)c(=O)n2C
 : -5.8%	3.8%	-29.1%	145.9%[activator]	0.0%	-17.1%
> CCCN1CCC(Oc2cccc(C(=O)NCCc3ccccc3)c2)CC1
 : -9.9%	-9.9%	24.0%	-0.4%	?	-13.2%
> CCOC(=O)CN1CCc2c(C)nc3c(-c4ccc(OC)c(OC)c4)cnn3c21
 : -3.7%	-1.1%	?	-2.4%	-22.7%	-0.2%
> COc1ccccc1N=CC=C1OC(C)(C)C(C)(C)O1
 : 2.9%	9.4%	-22.6%	-26.0%	?	-8.0%
> CCCN1CCN(C(=O)c2ccc3nc(CC)c(CC)nc3c2)CC1
 : -1.5%	2.8%	0.5%	444.0%	35.5%[activator]	-22.9%
> COCCOC(=O)c1c(N)n(Cc2ccc(OC)cc2)c2nc3ccccc3nc12
 : -7.3%	3.9%	?	.	?	4.5%
> CC(C)=C(NC(=O)c1ccccc1)C(=O)N1CCOCC1
 : -2.4%	2.6%	25.9%	.	5.0%	3.8%
> O=C(COC(=O)c1ccccc1Sc1ccc(C(F)(F)F)cc1[N+](=O)[O-])NC(=O)NC1CCCC1
 : -13.4%	-1.6%	0.5%	-2.8%	-0.9%	1.2%
> Cc1ccc(C)c(N(C)C(=O)COc2cc(=O)n(C)c3ccccc23)c1
 : -5.1%	13.2%	-4.1%	?	.	-10.6%
> O=C(Nc1nnc(C2CC2)s1)C1CC(=O)N(c2ccc3c(c2)OCCO3)C1 (stereo unspecified)
 : -1.6%	6.5%	-24.7%	31.4%[activator]	64.4%[activator]	-9.1%

No enrichment for hits; about 16% have a hit in one of these screens.
